Assay outcomes as filed in PubChem BioAssay.
PglD DTNB = PglD (C. jejuni) enzyme inhibition; purified PglD enzyme, DTNB colorimetric CoA detection; inhibition, % at 12.5 µM; 360,000 compounds, 0.098% hits; in the data active means inhibition above about 16%, passing the limit was not always enough; further: strong numbers were not always called active
PGC1a acetyl inh = PGC1a acetylation modulation, inhibitor mode | U2OS PGC1a acetylation, AlphaScreen anti-acetyl-lysine; with virally co-expressed GCN5 acetyltransferase | inhibition, % at 15.6 µM | 350,000 compounds, 0.17% hits | AID 651687;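 active means every replicate shows inhibition of at least 40%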;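 further: 0% = neutral control wells and 100% = positive control wells; some results beyond the cut were filed as inactive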
miR122 inh = miR-122 inhibition in Huh7 cells; Huh7 miR-122 Renilla luciferase sensor, 48 h; neutral wells = 0, positive control = 100; activation (reporter increase), % at 12.5 µM; 340,000 compounds, 0.3% hits; AID 602342;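 active means mean replicate activation score at least 90 and every replicate individually at or above 90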;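 further: higher luciferase means less miR-122 activity so hits act as miR-122 inhibitors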
Cneo AK release = Cryptococcus neoformans lysis via adenylate kinase release; 360,000 compounds, 0.2% hits; lysis activity, % at 15 µM; C. neoformans lysis, adenylate kinase release luminescence, 4 h; normalised: neutral wells 0, clomiphene wells 100;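 active means mean lysis activity across replicates of at least 80%, whatever share of replicates individually reach that level; inactive means mean lysis activity below 80%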
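Test system: log-phase Cryptococcus neoformans yeast cells; Quantity: yeast cell density of 5 × 10^6 cells/mL; Buffer or medium: YPD; Doses: single compound concentration per well; Timing: 4 h at 37 °C static, read 1 h later; Measured by: AK luminescence; Read-out basis: lysis from increased AK signal; Control set: Clomiphene as positive control.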
GSIS activator = GLuc luminescence reporter in INS-1E cells, primary screen for activators of glucose-dependent secretion of insulin | INS-1E GLuc reporter insulin secretion, 2-3 h | activation, % at 16.6 µM | 370,000 compounds, 0.61% hits | AID 743287;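 active means lowest replicate activation of at least 40%, so every replicate reaches that level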;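 further: 0% = median of neutral control wells and 100% = median of IBMX positive control wells; some compounds called inactive have numbers as strong as hits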
CFTR F508del cor = correctors of CFTR F508del function in bronchial epithelial cells. CFBE cells, YFP halide quenching; stimulated with forskolin plus potentiator P3; % fluorescence drop versus neutral controls. activity (quench increase), % at 7.58 µM. 350,000 compounds, 0.36% hits. AID 720511;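 active means mean added fluorescence quench of at least 8% versus neutral control, with both replicates also reaching 8%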;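 further: cells transiently co-express mutant CFTR-F508del with the halide-sensitive YFP; corrector assay measuring rescue of mutant channel to the surface after 24 h compound exposure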
FN deposition inh = fibronectin deposition inhibition. AH1F fibroblasts, Alexa488-fibronectin deposition fluorescence, overnight. inhibition, % at 12.6 µM. 350,000 compounds, 0.086% hits. AID 743247;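 active means mean inhibition across replicates of 30% or more, regardless of how many single replicates reach that level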;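 further: positive control wells lacked labelled fibronectin entirely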
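Measured by – fluorescence 485/525 nm · System – AH1F fibroblast monolayer, labelled fibronectin deposition · Amount – 10000 cells per well · Buffer or medium – serum-reduced DMEM (2% serum) · Doses – single dose, pinned · Also added – fluorescent fibronectin at 24 nM final · Schedule – 1 h cell attachment, overnight exposure to compound and label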
C2C12 statin = suppressors of simvastatin-induced myotoxicity in C2C12 myotubes | ATP luminescence, 48 h; scaled: DMSO 0, geranylgeraniol control 100 | rescue of ATP level, % at 7.49 µM | 330,000 compounds, 0.78% hits | AID 602340;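 active means mean ATP rescue above about 67%, or every replicate alone reaching that limit, limit read from the data, passing the limit was not always enough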;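 further: myotubes were challenged with 10 µM simvastatin during compound exposure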
An asterisk follows results filed as active; nt = no result given; & = joins results of further samples; [ ] = another dose, or the depositor's remark.

(1) COc1cc(O)c2c(=O)c3c(O[C@H]4O[C@@H](CO)[C@H](O)[C@@H](O)[C@@H]4O)ccc(O)c3oc2c1
(2) CCOC(=O)CCC(=O)Nc1ccccc1C(N)=O
(3) COc1ccc(CCNC(=O)c2cccc(S(=O)(=O)N3CCOCC3)c2)cc1OC
(4) CCC(C)N=C1SCC(C)(/C=N/O)S1 (stereo not given)
(5) COC(=O)C1=C(C(=O)OC)[C@@H]2N(Cc3ccccc3)c3ccccc3[C@@]23C[C@@H](C(=O)OC)N(C(=O)c2cccs2)C3=N1
(6) COCC(=O)N1[C@H](CO)[C@@H]2c3ccccc3N(C(=O)Nc3ccccc3F)C[C@@H]21
(7) CCCn1c(-c2ccc(OC)cc2)nc2c(=O)n(C)c(=O)[nH]c21
(8) Cc1ccc(NC(=O)CN2C(=O)c3ccccc3S2(=O)=O)c(C)c1
Assay by compound	1	2	3	4	5	6	7	8
PglD DTNB	-5	-1	0	6	1	-4	-3	0
PGC1a acetyl inh	3	nt	-7	-9	nt	-7	-4	nt
miR122 inh	5	-2	nt	-7	-1	20[16.7 µM]	3	nt
Cneo AK release	-1	9	-3	1	5	-5	1	4
GSIS activator	-1	nt	21	nt	-6	-1	nt	11
CFTR F508del cor	-1.6	nt	1.8	nt	3.7	-0.3	nt	0.4
FN deposition inh	-5	1	2	-4	-1	nt	nt	2
C2C12 statin	0	1	5	-8	-3	-18	5	2

(9) Cc1ccc(C)c(OCCCN2CCNCC2)c1
(10) CCC(=O)Nc1ccc2c(c1)OC[C@H](C)N(Cc1cccc(F)c1)C[C@H](C)[C@@H](OC)CN(C)C2=O
(11) C[C@H]1CN([C@@H](C)CO)C(=O)Cc2cc(NC(=O)CCC(F)(F)F)ccc2O[C@@H]1CN(C)Cc1ccc(Cl)c(Cl)c1
(12) O=C(Nc1nnc(CC(=O)N2CCOCC2)s1)C1COc2ccccc2O1 (stereo not given)
(13) COc1cc(NC(=O)CN(C)S(=O)(=O)c2ccc3c(c2)CCC(=O)N3)cc(OC)c1
(14) COc1cccc(NC(=O)N(C)C[C@@H]2OCc3cn(nn3)CCCC(=O)N([C@H](C)CO)C[C@H]2C)c1
(15) COc1ccc(F)cc1C(=O)C1CCCN(C(=O)Cc2c(C)noc2C)C1 (stereo not given)
(16) C[C@@H]1CC=C[C@H]2[C@H]1C(=O)N(Cc1ccccc1)[C@H]2c1ccc2ccccc2c1Br
Assay by compound	9	10	11	12	13	14	15	16
PglD DTNB	-10	-6	2	7	3	3&-3&-1	-3	3
PGC1a acetyl inh	-2	-6	4	-5	-1	5&-5&2	-1	-4
miR122 inh	4	-4[16.7 µM]	-7[16.7 µM]	0	-3	-6	-3	22
Cneo AK release	-1	-2	0	-3	4	2&-4&13	2	2
GSIS activator	-10	-28	-31	nt	20	0&-1	0	10
CFTR F508del cor	2.2	-2.1	-1.2	nt	-0.9	1.3&-1.9&1.6	-1.8	3.1
FN deposition inh	2	-10	nt	6	-8	-4&-1	-2	-6
C2C12 statin	9	-3	33	60	-13	-2&-13&5	2	-11

(17) Cc1ccc(C(=O)N2CCC3(CC2)Oc2ccc(Cl)cc2C(=O)C32CC(c3ccc(Cl)cc3)=NO2)s1 (stereo not given)
(18) Cc1cccc(-c2cc3nc4c(c(NCc5ccco5)n3n2)CCCC4)c1
(19) CC(NC(=O)C1CCCN1S(=O)(=O)c1ccc2c(c1)n(C)c(=O)c(=O)n2C)c1ccccc1 (stereo not given)
(20) O=C(Cc1ccccn1)N[C@H]1CC[C@@H](CCNC(=O)c2cc(Cl)cc(Cl)c2)O[C@@H]1CO
(21) Cc1[nH]c2ccccc2c1C(=O)COC(=O)c1ccc2c(=O)n3c(nc2c1)CCC3
(22) COCCNC(=O)C[C@H]1CC[C@H]2[C@@H](COC[C@@H](O)CN2Cc2ccc(Cl)c(Cl)c2)O1
(23) C[C@H]1COC(=O)[C@H](CC(=O)OC(C)(C)C)C/C=C\C[C@@H](CC(=O)N(CCO)Cc2ccccc2)C(=O)N1
(24) O=C(/C=C/c1ccco1)NCC1OCCc2ccccc21 (stereo not given)
Assay by compound	17	18	19	20	21	22	23	24
PglD DTNB	0	-3	3	-1	5	-2	1	7
PGC1a acetyl inh	nt	-1	5	-3	nt	3	nt	0
miR122 inh	-8	-4	-2	8[16.7 µM]	-2	2[16.7 µM]	12	-7
Cneo AK release	0	3	0	1	0	1	2	0
GSIS activator	nt	nt	54*	36	29	4	nt	nt
CFTR F508del cor	0.9	nt	-2.7	0.1	0.1	-1.7	0.5	-1.0
FN deposition inh	-16	0	-6	-11	-8	3	-6	-11
C2C12 statin	6	-63	9	-6	12	-15	12	-2

Compound profiles (already shown). Order of screens: PglD DTNB | PGC1a acetyl inh | miR122 inh | Cneo AK release | GSIS activator | CFTR F508del cor | FN deposition inh | C2C12 statin
Entry for Cc1[nH]c2ccccc2c1C(=O)COC(=O)c1ccc2c(=O)n3c(nc2c1)CCC3 : 5 | nt | -2 | 0 | 29 | 0.1 | -8 | 12
Entry for Cc1ccc(C(=O)N2CCC3(CC2)Oc2ccc(Cl)cc2C(=O)C32CC(c3ccc(Cl)cc3)=NO2)s1 (stereo not given) : 0 | nt | -8 | 0 | nt | 0.9 | -16 | 6
Entry for Cc1cccc(-c2cc3nc4c(c(NCc5ccco5)n3n2)CCCC4)c1 : -3 | -1 | -4 | 3 | nt | nt | 0 | -63
Entry for COCCNC(=O)C[C@H]1CC[C@H]2[C@@H](COC[C@@H](O)CN2Cc2ccc(Cl)c(Cl)c2)O1 : -2 | 3 | 2[16.7 µM] | 1 | 4 | -1.7 | 3 | -15

Following part:
(25) COc1cccc(S(=O)(=O)N(C)C[C@H]2Oc3cc(C4=CCCCC4)ccc3S(=O)(=O)N([C@H](C)CO)C[C@@H]2C)c1
(26) Cc1ccccc1C(=O)c1c[nH]c(C(=O)NCc2cccs2)c1
(27) COCC(=O)Nc1ccc2c(c1)[C@H]1C[C@H](CC(=O)NCc3cccc(F)c3)O[C@@H](CO)[C@H]1O2
(28) COc1ccccc1C(=O)N1C[C@@H]2[C@H](c3ccccc31)[C@@H](CO)N2CC1CCOCC1
(29) CCSc1nnc(NC(=O)CSc2nnc(CNC(=O)c3cc(OC)c(OC)c(OC)c3)o2)s1
(30) c1ccc(CSc2nnc3c(n2)OC(c2ccco2)Nc2ccccc2-3)cc1 (stereo not given)
(31) CC(=O)CCN1C(=O)NC2(CCCc3ccccc32)C1=O (stereo not given)
(32) O=C(/C=C/c1ccccc1)Nc1ccc(S(=O)(=O)N2CCOCC2)cc1
Assay by compound	25	26	27	28	29	30	31	32
PglD DTNB	2	-1	-4	-1	7	0	-3	3
PGC1a acetyl inh	-4	-40	14	3	6	33	-5	2
miR122 inh	11[16.7 µM]	25	8[16.7 µM]	0[16.7 µM]	-2	8	-2	-6
Cneo AK release	-2	4	-6	-1	-2	-4	-1	0
GSIS activator	-4	-12	7	-4	16	nt	8	-24
CFTR F508del cor	-3.3	nt	0.0	-0.3	nt	nt	-1.4	2.3
FN deposition inh	nt	nt	-2	nt	3	nt	-19	11
C2C12 statin	-26	57	-1	-13	nt	nt	nt	nt

Arranged by number of heavy atoms (smallest number first): part of the list above
(32) O=C(/C=C/c1ccccc1)Nc1ccc(S(=O)(=O)N2CCOCC2)cc1
(27) COCC(=O)Nc1ccc2c(c1)[C@H]1C[C@H](CC(=O)NCc3cccc(F)c3)O[C@@H](CO)[C@H]1O2
(29) CCSc1nnc(NC(=O)CSc2nnc(CNC(=O)c3cc(OC)c(OC)c(OC)c3)o2)s1
Assay by compound	32	27	29
PglD DTNB	3	-4	7
PGC1a acetyl inh	2	14	6
miR122 inh	-6	8[16.7 µM]	-2
Cneo AK release	0	-6	-2
GSIS activator	-24	7	16
CFTR F508del cor	2.3	0.0	nt
FN deposition inh	11	-2	3
C2C12 statin	nt	-1	nt

The order is random, and some 2.1% of all compounds hit somewhere here.
